Source: PubChem
TAAR1 antag: antagonists of human TAAR1. Q96RJ0. 1.5% of 360,000 active. CHO RD-HGA16 TAAR1, Fluo-8 calcium fluorescence, antagonist. inhibition, % at 3 µM. AID 624466;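 active = inhibition above a per-plate cutoff, the mean inhibition of test compounds on that plate plus 3 SD, cut at about 49% in these data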;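 note: 0% = DMSO plus EC80 beta-PEA response and 100% = DMSO alone without agonist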
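System: CHO RD-HGA16 cells bearing hTAAR1. Reagent: EC80 β-phenethylamine stimulus. Schedule: seeding 17-24 h prior, 75-min 37 °C, 30-min RT dye loading. Signal: Fluo-8 intracellular calcium dye fluorescence, real-time kinetic reads. Read-out: % inhibition from peak post-agonist over basal fluorescence ratio. Benchmarks: vehicle wells and EC80 agonist wells. Replicates: n of 1.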
CHO-K1 Ca PAM: nonselective activator or artifact in parental CHO-K1 calcium assay | activation, % at 3 µM | ATP EC20, Fluo-8 calcium fluorescence; 0% at ATP EC20, 100% at ATP max | 0.02% of 360,000 active;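 active = activation above the run cutoff, the mean activation of all test compounds plus 3 SD, cut at about 40% in these data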;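 note: peak over basal fluorescence ratio in a 140 s read after ATP addition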
CHO parental Ca: signal in parental CHO cells, OX1R antagonist counter-screen; inhibition, % at 5.6 µM; AID 463079; 0.63% of 330,000 active; parental CHO-K1, ATP-induced calcium, Fluo-8 fluorescence;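 active = inhibition above that plate's mean sample inhibition plus 3 SD, cut at about 26% in these data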;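 note: 0% = ATP-challenged DMSO wells and 100% = DMSO wells without ATP; some compounds past the cut are filed as inactive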
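Material: Parental CHO cells | Reagent: ATP | Compound dosing: Single nominal dose of 5.6 µM per compound | Detection: Intracellular calcium via Fluo-8 no-wash fluorescent dye | Read-out: % inhibition of ATP-induced calcium mobilization | Benchmarks: Low control ATP plus DMSO, high control DMSO only | Replicates: Singlicate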
CHRM1 antagonist: antagonists of human M1 muscarinic receptor; AID 588852; 1.3% of 360,000 active; CHO-K1 hM1, Fluo-8 calcium fluorescence, ACh EC80 antagonist; P11229; inhibition, % at 3 µM;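 active = percent inhibition above its own plate's cutoff, namely the mean of that plate's compound wells plus 3 SD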;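 note: peak over basal fluorescence ratio during 140 s after agonist addition; 0% = ACh EC80 plus DMSO and 100% = DMSO alone without agonist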
Target sequence (P11229 whole entry, looked up): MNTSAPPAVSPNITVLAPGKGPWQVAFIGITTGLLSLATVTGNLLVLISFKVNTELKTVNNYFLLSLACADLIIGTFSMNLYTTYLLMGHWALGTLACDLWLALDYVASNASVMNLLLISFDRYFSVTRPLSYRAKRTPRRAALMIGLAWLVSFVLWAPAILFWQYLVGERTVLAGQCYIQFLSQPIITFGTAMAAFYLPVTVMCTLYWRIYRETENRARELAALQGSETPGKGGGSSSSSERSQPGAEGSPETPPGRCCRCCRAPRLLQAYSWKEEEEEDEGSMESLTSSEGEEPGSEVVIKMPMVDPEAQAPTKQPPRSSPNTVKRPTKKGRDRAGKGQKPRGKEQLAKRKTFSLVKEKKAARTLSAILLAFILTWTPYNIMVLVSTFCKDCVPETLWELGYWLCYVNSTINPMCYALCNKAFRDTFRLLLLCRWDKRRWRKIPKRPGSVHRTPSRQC
OXTR potentiate: potentiators of human oxytocin receptor. P30559. CHO-OTR cells, Fluo-8 calcium fluorescence, potentiator mode; 0% = oxytocin EC15, 100% = EC100. activation, % at 3 µM. 0.061% of 320,000 active. AID 2445;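 active = activation above that plate's cutoff, the mean activation of tested compounds plus 3 SD, cut at about 6.6% in these data, passing the limit was not always enough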;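 note: 100% uses oxytocin at 75 nM as the full agonist control; some results filed as inactive read as strong as hits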
Target sequence (P30559 whole entry, looked up): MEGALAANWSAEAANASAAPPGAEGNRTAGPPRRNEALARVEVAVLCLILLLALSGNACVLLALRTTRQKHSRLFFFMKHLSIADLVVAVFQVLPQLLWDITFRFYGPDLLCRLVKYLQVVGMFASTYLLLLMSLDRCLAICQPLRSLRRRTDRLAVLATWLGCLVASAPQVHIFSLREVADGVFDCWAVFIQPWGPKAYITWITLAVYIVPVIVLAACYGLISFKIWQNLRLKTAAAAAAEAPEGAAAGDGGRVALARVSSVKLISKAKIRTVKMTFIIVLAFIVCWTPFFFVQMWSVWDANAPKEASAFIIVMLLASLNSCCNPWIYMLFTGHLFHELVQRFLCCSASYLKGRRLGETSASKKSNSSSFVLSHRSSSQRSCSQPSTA
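Material: CHO-OTR cells, human receptor; compound dosing: single dose, 3.0 µM nominal final compound concentration; schedule: 6 min compound pre-incubation at room temperature, 100 s kinetic read; measured by: kinetic Fluo-8 calcium fluorescence; read-out basis: % activation vs EC15 and EC100 oxytocin; controls: EC15 oxytocin alone as 0%, 75 nM oxytocin as 100%; replicates: singlicate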
CHO-K1 Ca ag: counter-screen for M1 agonists: effect in parental CHO-K1 cells | Fluo-8 calcium fluorescence; scaled to maximal ATP response, vehicle zero | activation, % at 3 µM | 0.48% of 360,000 active | AID 602248; in the data active = activation above about 15%;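 note: untransfected CHO-K1 host cells lacking M1 receptor as counterscreen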
CHO-K1 Ca antag: M1 antagonist counterscreen hit in parental CHO-K1 cells | ATP-induced calcium, Fluo-8 fluorescence | inhibition, % at 3 µM | 0.6% of 360,000 active;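 active = inhibition above a per-plate cutoff, the plate's mean sample inhibition plus 3 SD, cut at about 24% in these data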;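 note: 0% = DMSO plus EC80 ATP and 100% = DMSO alone without ATP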
TAAR1 ag: agonists of human TAAR1; Q96RJ0; CHO RD-HGA16 TAAR1, Fluo-8 calcium fluorescence; vehicle wells 0%, saturating PEA agonist 100%; activation, % at 3 µM; 0.99% of 360,000 active;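 active = activation above the mean activation of all test compounds in the run plus 3 SD, cut at about 38% in these data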
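Signal – calcium-sensitive Fluo-8 signal, excitation 470-495, emission 515-575 nm · System – RD-HGA16 (CHO) cells co-expressing Gα16 and hTAAR1 · Incubation – 17-24 h seeding, 75 min 37 °C dye, 30 min RT · Compound dosing – 3 µM single concentration · Repeats – no replicates (n 1)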
CHRM1 agonist: agonists of human M1 muscarinic receptor; CHO-K1 hM1, Fluo-8 calcium fluorescence, agonist mode; 0% DMSO, 100% acetylcholine EC100; activation, % at 3 µM; P11229; 0.33% of 360,000 active;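 active = activation above the run's mean compound activation plus 3 SD, cut at about 16% in these data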;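 note: peak over basal fluorescence ratio within a 140 s kinetic read after compound addition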
Starred values were filed as active, the others as inactive; nt = not tested or not shown.

The first seven records as a preview:
# | SMILES | TAAR1 antag | CHO-K1 Ca PAM | CHO parental Ca | CHRM1 antagonist | OXTR potentiate | CHO-K1 Ca ag | CHO-K1 Ca antag | TAAR1 ag | CHRM1 agonist
1 | O=S(=O)(/N=C(/c1ccccc1Cl)N1CCOCC1)c1ccccc1 | -2 | 19 | -1 | -13 | 5 | 1.0 | -19 | 2 | -2
2 | C/C=C(\C)C(=O)Nc1cccc(C2=NOC3(C2)C[C@@H](C(N)=O)N(C(=O)/C(C)=C/C)C3)c1 (stereo not given in full) | -5 | -1 | -8 | 8 | -2 | 0.2 | -2 | 5 | -4
3 | COc1ccc(C)cc1N(CC(=O)N1CCCCCC1)S(=O)(=O)c1ccccc1 | -4 | 4 | -23 | -7 | -6 | -0.4 | -17 | -5 | -6
4 | O=C1/C(=C\c2ccc(Br)o2)SC(=Nc2ccccc2)N1c1ccccc1 | 5 | 17 | -15 | -5 | -13 | 0.3 | -19 | 5 | -3
5 | O=C(c1[nH]c(C(F)(F)F)nc1-c1ccccc1)N1CCN(Cc2c(F)cccc2Cl)CC1 | -8 | 4 | nt | -24 | nt | 0.8 | -12 | 5 | -1
6 | CC(NC(=O)CCc1nnc(-c2ccccc2)o1)c1ccccc1 (stereo not given) | -4 | 25 | -1 | -14 | -5 | 1.5 | -11 | -1 | -4
7 | CN(C)S(=O)(=O)c1ccc(NC(=O)/C=C/c2ccccc2Cl)cc1 | 4 | 32 | -12 | -10 | -2 | 4.8 | -8 | 13 | -8

The listing, previewed entries included:
# | SMILES | TAAR1 antag | CHO-K1 Ca PAM | CHO parental Ca | CHRM1 antagonist | OXTR potentiate | CHO-K1 Ca ag | CHO-K1 Ca antag | TAAR1 ag | CHRM1 agonist
1 | O=S(=O)(/N=C(/c1ccccc1Cl)N1CCOCC1)c1ccccc1 | -2 | 19 | -1 | -13 | 5 | 1.0 | -19 | 2 | -2
2 | C/C=C(\C)C(=O)Nc1cccc(C2=NOC3(C2)C[C@@H](C(N)=O)N(C(=O)/C(C)=C/C)C3)c1 (stereo not given in full) | -5 | -1 | -8 | 8 | -2 | 0.2 | -2 | 5 | -4
3 | COc1ccc(C)cc1N(CC(=O)N1CCCCCC1)S(=O)(=O)c1ccccc1 | -4 | 4 | -23 | -7 | -6 | -0.4 | -17 | -5 | -6
4 | O=C1/C(=C\c2ccc(Br)o2)SC(=Nc2ccccc2)N1c1ccccc1 | 5 | 17 | -15 | -5 | -13 | 0.3 | -19 | 5 | -3
5 | O=C(c1[nH]c(C(F)(F)F)nc1-c1ccccc1)N1CCN(Cc2c(F)cccc2Cl)CC1 | -8 | 4 | nt | -24 | nt | 0.8 | -12 | 5 | -1
6 | CC(NC(=O)CCc1nnc(-c2ccccc2)o1)c1ccccc1 (stereo not given) | -4 | 25 | -1 | -14 | -5 | 1.5 | -11 | -1 | -4
7 | CN(C)S(=O)(=O)c1ccc(NC(=O)/C=C/c2ccccc2Cl)cc1 | 4 | 32 | -12 | -10 | -2 | 4.8 | -8 | 13 | -8
8 | O=Cc1ccc(Oc2cccc(C(F)(F)F)c2)nc1 | 16 | 19 | -17 | 0 | 1 | 0.0 | -10 | 1 | -4
9 | CC(C)Cc1nc2sc3c(SCC(N)=O)ncnc3c2c2c1CCC2 | -22 | -10 | -10 | -12 | 4 | -0.5 | -2 | 1 | 1
10 | CCOC(=O)c1c(NC(=O)C2COc3ccccc3O2)sc(C(C)=O)c1C (stereo not given) | -26 | -2 | -15 | -8 | -5 | -0.3 | -6 | -1 | 4
11 | CCOc1cc(C=O)ccc1OCc1cc(=O)n2cc(C)ccc2n1 | -11 | 2 | -8 | -4 | -4 | -0.1 | -5 | 1 | -2
12 | N#Cc1c2c(c(-c3ccco3)[nH]c1=O)CCCC2 | 11 | -10 | 11 | -2 | 3 | 0.8 | -12 | 0 | 0
13 | CC(NC(=O)COC(=O)c1cc(=O)[nH]c2ccccc12)c1ccccc1 (stereo not given) | -2 | -1 | -20 | -9 | -2 | 1.1 | 6 | 2 | -1
14 | CC(C)NC(=O)CN1CCC(c2nc3ccccc3[nH]2)CC1 | -19 | -18 | -13 | -12 | 0 | -0.4 | 2 | 0 | -3
15 | CC1C=Cc2ccccc2N1C(=O)c1ccccc1 (stereo not given) | -16 | -8 | -13 | 7 | -1 | -0.1 | 10 | -3 | -6
16 | CCOc1cc(/C=N\NC(=O)OC(C)(C)C)ccc1OC(=O)c1ccco1 | 9 | 17 | -14 | 6 | -6 | 1.4 | -3 | 7 | -13
17 | COc1ccc(C(=S)N2CCCC2)cc1C | -14 | 23 | -6 | -5 | 3 | 0.0 | -3 | 6 | -6
18 | CN(CCO)c1cccc2c1S(=O)(=O)N[C@H](Cc1ccccc1)CO2 | -12 | 10 | nt | nt | nt | 0.9 | -12 | 1 | nt
19 | O=C(c1ccccc1-c1ccccc1)N1CCN(c2ccccn2)CC1 | -5 | 18 | -23 | 0 | 2 | 1.3 | -10 | 2 | -7
20 | CCOC(=O)c1ccc(S(=O)(=O)N2CCN(C/C=C/c3ccccc3)CC2)cc1 | 42 | 10 | 2 | 6 | -8 | 0.2 | -11 | 2 | -4
21 | COc1ccccc1-c1cc(C(=O)NCCc2ccccc2)no1 | 12 | 2 | -35 | -5 | -18 | 0.5 | 1 | -1 | 0
22 | O=C(CCSc1ccc(Cl)cc1)N1CCCCCC1 | -8 | 12 | -23 | -9 | -25 | 0.8 | -2 | 7 | -4
23 | O=C(CNCCN1CCOCC1)Nc1ccccc1Sc1ccccc1 | -5 | 21 | -22 | -5 | -3 | 1.1 | -14 | 5 | -13
24 | CCCn1nc(C(=O)OCC(=O)c2ccccc2)c2ccccc2c1=O | -44 | -6 | -15 | 8 | 2 | 0.0 | -5 | -2 | -4
25 | CCOC(=O)N1CCN(C(=O)c2ccccc2NC(=O)c2ccc(Br)cc2)CC1 | 17 | -11 | -13 | 7 | 2 | 0.2 | 20 | 2 | -4
26 | COc1cc(OC)c2ccc(=O)oc2c1C(CCN1CCCC1)c1ccc(N(C)C)cc1 (stereo not given) | -9 | 14 | -16 | -2 | -8 | 0.4 | -14 | 12 | -9
27 | CN(C)c1ccc(CNC(=O)c2cc(S(=O)(=O)N3CCCC3)cn2C)cc1 | -33 | 11 | -6 | -13 | -5 | 1.7 | 4 | 3 | 0
28 | Cc1ccc(SCC(=O)NNC(=O)c2ccccc2)c(C)c1 | -8 | 7 | -3 | 0 | -2 | 0.2 | -13 | -1 | -3
29 | CCOC(=O)[C@]12CCCC=C1N(Cc1cccc3ccccc13)C(=O)[C@H](CC(=O)N1CCCC1)C2 | 5 | -3 | nt | nt | nt | 1.3 | -7 | 1 | nt
30 | CCCCn1nnnc1C(c1ccccc1)N1CCN(C/C=C/c2ccccc2)CC1 (stereo not given) | -16 | 3 | nt | 53* | nt | 0.0 | -4 | -1 | -7
31 | CCCN(N=Nc1cccc([N+](=O)[O-])c1)c1cccc([N+](=O)[O-])c1 | 22 | -7 | -18 | -10 | -8 | -0.2 | -13 | 1 | -3
32 | C/C=C/C=C\C(=O)Nc1cccc(C2=NOC3(C2)C[C@@H](C(N)=O)N(C(=O)/C(C)=C/C)C3)c1 (stereo not given in full) | -13 | 6 | -14 | 3 | -1 | 0.0 | -13 | 0 | -5
33 | Cc1cccc(N2CCN(c3ccc4cc(S(=O)(=O)N5CCCCC5)ccc4n3)CC2)c1C | -5 | 16 | 12 | -11 | -10 | 1.6 | -14 | 0 | -2
34 | Nc1[nH]c(C(=O)c2ccccc2)c(-c2ccncc2)c1C(=O)NCc1ccc(Cl)cc1 | 9 | 17 | nt | nt | nt | 7.9 | -22 | 0 | nt
35 | CCOc1cc(/C=C2/C(=O)ON=C2C)ccc1OCc1ccc(F)cc1 | 29 | 4 | 1 | -13 | -1 | -0.2 | -3 | 8 | -3
36 | O=C(CN(C(=O)Cn1nnc(-c2cccs2)n1)c1ccc2c(c1)OCCO2)NCC1CCCO1 (stereo not given) | -1 | 18 | -4 | -10 | -8 | 0.1 | -16 | 16 | -5
37 | O=C(Nc1ccc(F)cc1F)c1cc2n(n1)C(C(F)(F)F)C1CCCCC1N2 (stereo not given) | -6 | 24 | -14 | -17 | -13 | 0.3 | -17 | 2 | -4
38 | O=c1n(Cc2ccc(F)cc2)nc2n1-c1ccccc1SC2 | -17 | 18 | -14 | -5 | -1 | 2.0 | -8 | 0 | -7
39 | Cc1ccc(N/C=C2\C(=O)N(c3ccc(F)cc3F)C(c3cccnc3)S2(=O)=O)cc1 (stereo not given) | -16 | -9 | -23 | -12 | -3 | -0.6 | 22 | 4 | -4
40 | CCCNC(=O)C1(C)CCN(C(=O)c2cccc(C(F)(F)F)c2)C1 (stereo not given) | 6 | -11 | nt | 7 | nt | 0.4 | 1 | 0 | -5
41 | CCOC(=O)N1CCC(N2CC34C=CC(O3)C(C(=O)Nc3ccc(F)cc3)C4C2=O)CC1 (stereo not given) | nt | 17 | -8 | 2 | -2 | -0.1 | -11 | nt | 0
42 | Cc1ccccc1C(=O)OCc1nnc(-c2ccc(Cl)cc2)o1 | -1 | 25 | -37 | -10 | -23 | 2.5 | -22 | 2 | -2
43 | O=C(c1ccco1)N1CCN(C(c2ccccc2Cl)c2nnnn2CC2CCCO2)CC1 (stereo not given) | -4 | -4 | -24 | -7 | -3 | 0.1 | 5 | 18 | 0
44 | COc1ccc(OC)c(C(=O)Cn2nnc3ccccc3c2=O)c1 | 1 | 22 | -9 | -4 | -5 | 0.6 | -8 | 6 | -4
45 | Cc1nnc2c(-c3ccccc3)nc3ccccc3n12 | -9 | 12 | 5 | -28 | -10 | 0.3 | -12 | 1 | 7
46 | COC(=O)N/N=C/c1cc(C)n(-c2ccc(Br)cc2)c1C | 41 | 20 | -10 | -7 | -10 | -0.3 | -12 | 1 | -5
47 | CC(=O)c1sc2ccccc2c1OC(=O)c1ccco1 | -8 | 19 | -19 | -4 | -3 | 0.7 | -6 | 2 | -4
48 | CCOC(=O)C1CCCN(C(=O)c2ccc(C)c(F)c2)CC1 (stereo not given) | -4 | 7 | nt | -9 | nt | 0.5 | -7 | 4 | -7
